A3G deaminase – inhibitors of human APOBEC3G DNA deaminase; 330,000 tested, 0.28% active; inhibition, % at 20 µM; AID 493012; recombinant A3G, ssDNA deamination FAM/TAMRA fluorescence; Q9HC16;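 active means inhibition of at least 40% at 20 µM, with no more than 30% in the related APOBEC3A deaminase screen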;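 further: plate controls were DMSO wells with A3G for no effect and wells lacking A3G enzyme for full effect; some compounds called inactive have numbers as strong as hits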
Target sequence (Q9HC16 whole entry, looked up): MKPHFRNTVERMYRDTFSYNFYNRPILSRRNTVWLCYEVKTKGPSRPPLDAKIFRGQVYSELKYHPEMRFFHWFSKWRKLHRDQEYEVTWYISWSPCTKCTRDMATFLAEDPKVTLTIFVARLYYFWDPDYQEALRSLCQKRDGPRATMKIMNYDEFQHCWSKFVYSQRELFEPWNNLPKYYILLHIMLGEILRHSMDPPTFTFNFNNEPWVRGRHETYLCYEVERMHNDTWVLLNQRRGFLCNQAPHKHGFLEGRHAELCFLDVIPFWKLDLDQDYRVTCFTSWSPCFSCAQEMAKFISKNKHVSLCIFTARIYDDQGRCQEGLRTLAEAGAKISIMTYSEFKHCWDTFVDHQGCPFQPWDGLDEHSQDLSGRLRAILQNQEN
mIAP activ – mouse IAP activation. muIAP, CDP-Star luminescence, 30 min; hits give high values; 1 = vehicle-only enzyme signal, 0 = enzyme-free wells. activation factor at 10 µM. 330,000 tested, 0.24% active;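 active means activation factor of at least 2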; further: the source names both 10 and 20 µM as test concentration; values of inactives mirror those of a sister screen read the other way
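Assay system: mouse IAP enzyme / Compound: DMSO-dissolved test compounds / Timing: 30 min, room temperature / Measured by: luminescence from enzymatic CDP-Star hydrolysis / Control set: DMSO-only wells, enzyme-free buffer wells as negative control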
NLRP3 yeast inh – NALP3 inhibition in yeast | Yeast reconstituted NLRP3/ASC/caspase-1, beta-gal luminescence, 24 h | inhibition, % at 10 µM | 330,000 tested, 0.39% active | AID 2825;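 active means inhibition of 50% or more; inactive means inhibition below 50%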;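 further: plate controls were induced DMSO wells for no effect and uninduced yeast grown without galactose for full effect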
MIN6 prolif – inducers of beta-cell replication in MIN6 cells; MIN6 cells proliferation, ATPlite luminescence, 48 h; cells starved in 0.2% serum; 100% = growth in 10% serum; proliferation, % at 10 µM; 330,000 tested, 0.29% active;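 active means compounds whose signal lies at least 3.5 SD above the mean of all wells on their plate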;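 further: 0% = DMSO-treated cells in low-serum medium and 100% = 10% serum control; some compounds called inactive have numbers as strong as hits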
APOBEC3A inh – human APOBEC3A DNA deaminase inhibition; AID 493011; 330,000 tested, 0.41% active; inhibition, % at 20 µM; recombinant A3A, FAM/TAMRA ssDNA deamination fluorescence; P31941;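 active means at least 40% inhibition at 20 µM here, with at most 30% in a related deaminase screen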;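 further: plate controls were A3A with DMSO for no effect and wells lacking A3A enzyme for full effect; some results filed as inactive read as strong as hits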
Target sequence (P31941 whole entry, looked up): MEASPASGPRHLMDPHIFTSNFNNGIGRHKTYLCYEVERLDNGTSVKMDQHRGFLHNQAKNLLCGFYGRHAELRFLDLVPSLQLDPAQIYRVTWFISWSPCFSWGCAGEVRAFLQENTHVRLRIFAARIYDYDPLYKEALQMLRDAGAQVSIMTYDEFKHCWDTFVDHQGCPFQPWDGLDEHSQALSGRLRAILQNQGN
TIM10 inh – growth inhibitors of TIM10 yeast strain; inhibition, % at 10 µM; S. cerevisiae TIM10 strain growth, BacTiter-Glo luminescence, 24 h; AID 463195; 330,000 tested, 1.4% active;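 active means inhibition of 40% or more at the single tested concentration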;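 further: wild-type TIM10 isogenic control strain grown at permissive 25 °C; 0% = DMSO yeast wells and 100% = minimal medium wells without yeast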
mIAP block – mouse IAP inhibition. purified mouse IAP, CDP-Star luminescence, 30 min. inhibition, % at 10 µM. 330,000 tested, 0.2% active;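 active means inhibition of at least 40% at 10 µM in the primary screen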;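 further: plate controls were DMSO with enzyme for no effect and no enzyme wells for full effect; values of inactives mirror those of a sister screen read the other way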
hIAP block – blocks human intestinal alkaline phosphatase; P09923; purified IAP, CDP-Star luminescence, 30 min; inhibition, % at 10 µM; 330,000 tested, 0.12% active; AID 2544;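 active means inhibition reaching a set limit with compound at 10 µM in the primary screen, cut at about 35% in these data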;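 further: plate controls were DMSO wells with enzyme for no effect and no-enzyme buffer wells for full effect; values of inactives mirror those of a sister screen read the other way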
Target sequence (P09923 whole entry, looked up): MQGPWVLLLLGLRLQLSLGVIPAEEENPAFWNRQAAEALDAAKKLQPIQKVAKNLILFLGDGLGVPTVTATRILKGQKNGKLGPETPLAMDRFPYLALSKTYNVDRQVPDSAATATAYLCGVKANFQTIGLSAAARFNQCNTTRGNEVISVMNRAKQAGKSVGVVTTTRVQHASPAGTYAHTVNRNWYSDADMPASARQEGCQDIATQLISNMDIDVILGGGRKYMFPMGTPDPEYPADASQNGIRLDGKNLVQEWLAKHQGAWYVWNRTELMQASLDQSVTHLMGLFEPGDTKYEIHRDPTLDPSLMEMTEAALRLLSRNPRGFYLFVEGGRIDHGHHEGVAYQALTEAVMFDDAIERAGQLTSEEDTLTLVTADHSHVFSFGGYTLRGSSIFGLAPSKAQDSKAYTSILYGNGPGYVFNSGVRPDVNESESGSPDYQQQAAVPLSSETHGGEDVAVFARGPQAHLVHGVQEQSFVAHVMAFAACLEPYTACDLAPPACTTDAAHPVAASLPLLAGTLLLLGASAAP
tim10-1 inh – growth inhibitors of tim10-1 mutant yeast | S. cerevisiae tim10-1 ts strain growth, BacTiter-Glo, 24 h | inhibition, % at 20 µM | 330,000 tested, 2.2% active;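 active means inhibition of at least 40%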;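 further: mutant grown at 25 °C; 0% = DMSO wells with yeast and 100% = wells holding no yeast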
* hit, by the source's call.

SMILES	A3G deaminase	mIAP activ	NLRP3 yeast inh	MIN6 prolif	APOBEC3A inh	TIM10 inh	mIAP block	hIAP block	tim10-1 inh
O=C(Nc1ccc(OC(=O)c2cccs2)cc1)c1ccco1	-0.2	0.991	8.2	-2.0	-1.1	36.2	0.9	-0.8	2.1
CCOc1ccc(OCC(=O)OCC(=O)N2CCN(C(=O)c3ccco3)CC2)cc1	17.4	0.944	0.4	-4.7	27.5	-7.2	5.6	-31.0	15.5
CCOP(=O)(OCC)/C(C#N)=C/c1c[nH]c2ccccc12	-9.3	0.899	12.6	-3.1	-6.6	15.1	10.1	13.0	11.3
O=C(CCn1ccc2cc(S(=O)(=O)N3CCCC3)ccc21)NCCc1ccccc1	-4.8	0.994	11.3	-1.1	-4.3	9.8	0.6	-17.5	14.1
COCC(C)n1c(C)cc(C(=O)Cn2nc(C(=O)O)c3ccccc3c2=O)c1C (stereo not given)	-14.9	1.1	4.5	-0.2	-7.5	3.1	-9.7	-7.1	25.1
COc1ccc([N+](=O)[O-])cc1NC(=O)C(C)OC(=O)Cn1[nH]c(=O)c2ccccc2c1=O (stereo not given)	-3.6	0.936	13.9	4.8	3.4	-3.0	6.4	-1.4	-1.7
CCCCSc1nnc(CCCCCNC(=O)OC(C)(C)C)o1	-4.8	1.02	26.3	-1.8	-0.2	9.6	-1.6	16.0	28.0
CC(C)CNC(=O)c1c(F)c(F)c(F)c(F)c1F	-4.5	1.05	-15.5	1.9	-2.6	5.5	-5.0	21.5	-11.0
Cn1ncc(Cl)c(Oc2ccc(Cl)cc2)c1=O	0.7	0.924	-18.6	-3.0	1.3	10.9	7.6	1.9	6.0
CCn1c(C(C)NC(=O)Cc2ccccc2)nc2ccccc21 (stereo not given)	2.5	1.01	6.4	-0.7	8.0	0.6	-0.8	-8.2	5.5
CCS(=O)(=O)c1ccc2oc(Nc3ccccc3Br)nc2c1	0.5	0.982	17.0	-3.0	5.1	-10.8	1.8	-8.9	3.4
COCCNC(=O)C(c1cccc(OC)c1)N(C(=O)Cn1nnc2ccccc21)c1cccnc1 (stereo not given)	-2.7	0.955	14.4	0.0	0.3	1.4	4.5	-12.1	6.9
Cc1ccc(N(CC(=O)Nc2ccc(-c3nc4ccc(C)cc4s3)cc2)S(C)(=O)=O)cc1	-2.4	1.04	2.5	-2.2	-3.7	-6.7	-4.4	-15.5	-1.9
COc1ccccc1-c1nnc2sc(COc3ccc(F)cc3)nn12	-7.0	0.986	28.0	-2.9	-3.0	9.0	1.4	-5.0	21.8
COc1cccc(C2NC(=O)NC(C)=C2C(=O)Nc2cccc(C)c2C)c1 (stereo not given)	1.3	1.01	18.5	0.2	0.6	-4.6	-1.1	3.5	11.1
Cc1nc2ccc(NC(=O)c3nn(C(C)C)c(=O)c4ccccc34)cc2s1	-8.1	0.93	3.8	0.5	0.9	4.2	7.0	16.3	-1.9
COCC1OS(=O)(=O)NC(CC(=O)SC(C)(C)C)C1C (stereo not given)	6.2	1.01	-4.5	-2.0	-2.3	0.7	-0.9	-7.9	7.8
CC(C)Oc1ccc(C(=O)NCC(=O)O)cc1	1.5	1.05	-15.8	2.3	-0.8	-14.6	-5.0	-9.0	1.2
Cc1ccc(C(=O)C2C(c3cccs3)NC(=O)NC2(O)C(F)(F)F)cc1 (stereo not given)	2.4	0.961	17.5	-2.0	2.4	-8.8	3.9	14.0	24.6
[O-][n+]1cccc2c(Br)cc(Br)c(O)c21	3.0	0.701	28.1	-6.3	13.7	39.8	29.9	-9.6	49.0*
Cc1cc(C(=S)N2CCOCC2)c(C)n1-c1ccc(Cl)cc1	-3.2	0.945	-8.4	-3.3	6.6	-1.4	5.5	10.4	17.7
C=CCc1c(C)nc(SC)nc1Nc1ccccc1	-7.6	1.12	21.3	-3.2	-9.0	19.5	-11.6	-10.3	44.2*
CCN(CC)CCNC(=O)CNC(=O)c1nn(-c2ccc(OC)cc2OC)c(=O)c2ccccc12	-5.1	0.987	0.5	-1.4	-4.2	-6.7	1.3	-20.0	8.3
CC1CC(C)CN(C(=O)COC(=O)c2ccc3c(c2)OCO3)C1 (stereo not given)	4.2	1.14	26.0	-5.9	-3.2	-5.2	-13.6	5.0	-15.2
C#CCN(CC=C)C(=O)c1cccc(OC2CCN(S(C)(=O)=O)CC2)c1	-8.7	0.957	-3.7	-0.6	-4.2	-9.7	4.3	-0.6	-10.0
SMILES	A3G deaminase	mIAP activ	NLRP3 yeast inh	MIN6 prolif	APOBEC3A inh	TIM10 inh	mIAP block	hIAP block	tim10-1 inh
Cc1cc(C)n(-c2nc3ccccc3nc2N2CCN(S(=O)(=O)c3ccc(F)c(C)c3)CC2)n1	5.0	1.14	1.0	-3.0	-9.1	3.2	-14.1	-18.1	13.3
O=C(Cn1nnc2ccccc2c1=O)NC1CCCCC1	-4.2	0.987	0.7	0.2	-3.4	-13.4	1.3	2.6	-1.1
CCCCCCCN1CCC(=O)N([C@H](CO)Cc2ccccc2)CC1	0.9	1.07	-21.3	-1.7	4.0	-5.2	-7.2	-2.4	-4.9
COc1ccc(CCNC(=O)c2csc3c2CCCC3)cc1OC	-10.2	1.17	8.3	-2.6	-6.5	9.6	-17.3	-23.1	21.9
Cc1ccc(OCCC(=O)OCC(=O)N2c3ccccc3NC(=O)C2(C)C)cc1	-3.9	0.989	20.5	-0.9	5.0	4.9	1.1	-8.3	9.6
CCOc1ccc(NS(=O)(=O)c2cc3c4c(c2)C(C)C(=O)N4CCC3)cc1 (stereo not given)	-6.9	0.961	6.5	0.5	-2.7	-0.4	3.9	-37.9	6.6
COC(=O)c1c(NC(=O)C2CC=CCC2C(=O)O)sc2c1CCCCC2 (stereo not given)	-5.6	0.916	20.6	-4.3	5.5	12.7	8.4	-17.5	6.4
COc1ccc(CNc2nc3c(c(=O)n(Cc4ccc(Br)cc4)c(=O)n3C)n2C)cc1	-9.9	0.929	-1.0	-2.3	-1.9	23.6	7.1	-3.1	21.4
Cc1ccccc1N1C(=O)CC(N2CCC(C(N)=O)CC2)C1=O (stereo not given)	2.2	0.991	10.5	1.6	-0.1	17.4	0.9	-10.7	9.7
CCN1CCN(CCOc2cccc(Cl)c2Cl)CC1	-6.2	0.947	14.0	-1.9	2.0	9.9	5.3	5.2	9.7
COc1ccccc1NC(=O)/C(=C/c1cccc([N+](=O)[O-])c1)c1ccccc1	-0.5	0.839	17.1	-2.3	-0.1	-3.9	16.1	17.5	19.7
O=C1Nc2ccc(S(=O)(=O)N3CCCCCC3)c3cccc1c23	-0.8	0.956	-0.2	-1.3	1.8	-2.6	4.4	3.0	26.5
CSc1nc2cc(Oc3cccc(Cl)c3Cl)c(Cl)cc2[nH]1	-2.1	0.891	82.9*	-8.1	4.1	55.2*	10.9	-16.8	53.0*
CCOC(=O)CN[C@H]1CCC2C3CC=C4C[C@@H](O)CC[C@]4(C)C3CC[C@@]21C (stereo not given in full)	-3.5	0.936	34.7	1.9	3.6	4.9	6.4	-15.6	7.9
COC(=O)/C=C1\SC(=Nc2ccc(OC)cc2)NC1=O	-7.9	1.07	7.9	-2.2	0.3	7.8	-6.8	2.8	-9.5
O=C(CCc1nnc(CCCCc2ccccc2)o1)N1CCC(N2CCCC2)CC1	-6.5	0.962	6.8	0.0	-1.5	-1.5	3.8	-38.2	-0.9
O=C(OCN1C(=O)c2ccccc2C1=O)c1ccc(Cl)nc1	2.2	1.03	24.9	1.1	2.5	-10.6	-3.0	12.2	-12.1
O=[N+]([O-])c1ccc(Sc2ccc(Cl)c(Cl)c2)nc1	-3.2	0.983	-9.3	-5.9	-1.6	0.9	1.7	-5.9	14.1
COc1ccc(-c2cc(C3CCN(Cc4ccc([N+](=O)[O-])cc4)CC3)[nH]n2)cc1	-8.7	0.85	19.7	-2.8	-1.2	7.3	15.0	-3.5	1.2
CCn1nc(C)c(CNC(=O)c2cc(COc3ccc(C)nc3)on2)c1C	-3.7	0.917	6.5	-1.4	-2.4	-1.1	8.3	-9.7	-1.6
COc1ccc(S(=O)(=O)NCCc2nnc3ccc(SCc4cccnc4)nn23)cc1	-8.8	0.866	7.7	-2.0	-1.2	6.9	13.4	13.0	2.0
O=C(CCCO)c1ccc2c(c1)OCCO2	-1.3	0.981	10.1	0.1	-1.1	13.4	1.9	5.5	15.0
CCN1CCN(c2nc3c(c(=O)[nH]c(=O)n3C)n2CCCSc2ncccn2)CC1	-4.0	1.01	3.5	-2.9	-0.3	-7.6	-0.8	3.3	-6.5
Cc1nn(C)cc1C=NCCOCc1ccccc1	-1.5	1.01	20.9	-0.8	2.5	-13.5	-1.1	-6.1	6.2
O=C(O)c1cccc(NCc2cccnc2)c1	-6.2	0.935	5.6	-2.0	-6.0	2.0	6.5	-5.7	1.7
SMILES	A3G deaminase	mIAP activ	NLRP3 yeast inh	MIN6 prolif	APOBEC3A inh	TIM10 inh	mIAP block	hIAP block	tim10-1 inh
CNC(=O)c1cc2c(ccc3ccccc32)o1	0.7	1.05	19.6	-1.7	-0.3	61.3*	-4.7	-10.5	37.7
CC(C)(c1ccccc1)c1ccc(OCCN2CCCC2)cc1	-7.2	1.08	31.2	-3.7	-4.5	-11.4	-8.3	-5.9	-35.4
COc1ccc(C(=O)OCC(=O)c2ccc3[nH]c(=O)[nH]c3c2)c(OC)c1OC	-9.0	0.979	4.3	0.7	-5.1	-0.5	2.1	-4.0	-4.0
Cc1cccc(C(=O)O/N=C(\N)c2ccccn2)c1	-2.4	0.917	31.2	-3.5	-0.3	22.8	8.3	0.1	14.7
CCC(=O)c1ccc(OCC(=O)N(Cc2nnc(-c3ccccc3Cl)o2)C2CC2)cc1	-12.7	0.99	20.9	0.5	-1.4	16.0	1.0	-21.5	31.5
CC1CCCN(c2ccc(C(=O)OCn3nnc4ccccc4c3=O)cc2[N+](=O)[O-])C1 (stereo not given)	-3.2	0.846	25.6	-1.3	0.9	2.5	15.4	-6.8	20.3
C[C@@H]1COC(=O)[C@H](CC(=O)OC(C)(C)C)C/C=C\C[C@H](CC(=O)N(CCO)Cc2ccccc2)C(=O)N1	-5.9	1.15	-3.7	-1.1	-0.4	9.2	-14.8	12.6	-4.9
CCCc1nn(C)c(C(=O)Nc2ccc(C)c(C)c2)c1Cl	-0.2	1.02	16.1	-4.1	1.9	-9.6	-1.6	-1.9	0.2
CC(C)Nc1ccc(-n2nc3ccccc3[n+]2[O-])cc1	-3.3	0.97	36.8	-4.4	-1.2	-2.8	3.0	-11.4	9.5
Cc1cccc(C)c1OC(=O)Cc1ccccc1[N+](=O)[O-]	-11.5	0.97	8.4	0.3	-3.3	11.5	3.0	18.2	0.1
Cc1ccc(Cn2cccc(NC(=O)NCc3ccccc3)c2=O)cc1	-0.8	1.11	5.0	0.1	-1.5	17.8	-11.3	8.7	11.1

Quoted at random: 4 records from the list.
SMILES	A3G deaminase	mIAP activ	NLRP3 yeast inh	MIN6 prolif	APOBEC3A inh	TIM10 inh	mIAP block	hIAP block	tim10-1 inh
C[C@@H]1COC(=O)[C@H](CC(=O)OC(C)(C)C)C/C=C\C[C@H](CC(=O)N(CCO)Cc2ccccc2)C(=O)N1	-5.9	1.15	-3.7	-1.1	-0.4	9.2	-14.8	12.6	-4.9
Cc1cccc(C(=O)O/N=C(\N)c2ccccn2)c1	-2.4	0.917	31.2	-3.5	-0.3	22.8	8.3	0.1	14.7
Cc1ccc(Cn2cccc(NC(=O)NCc3ccccc3)c2=O)cc1	-0.8	1.11	5.0	0.1	-1.5	17.8	-11.3	8.7	11.1
CC(C)Nc1ccc(-n2nc3ccccc3[n+]2[O-])cc1	-3.3	0.97	36.8	-4.4	-1.2	-2.8	3.0	-11.4	9.5

Compound activity deposited in PubChem BioAssay by Sanford-Burnham Center for Chemical Genomics.
